p53ts 32C kill – qHTS Screen for Compounds that Selectively Target Cancer Cells with p53 Mutations: Cytotoxicity of p53ts Cells at the Permissive Temperature; H1299-p53A138V at 32C, ATP luminescence viability, 24 h; Potency, µM (highest dose often 46.1 µM), without a hit: at the top dose activity change, negative = cytotoxicity, most hits filed as cytotoxic; hit rate 0.93% among 130,000;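 further: 0% = DMSO and -100% = full killing by reference compound; nearly all actives have a fitted effect of over 55% in size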
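Cells: H1299 p53ts (A138V), 600/well, pre-incubated 16–30 h at 37C. Cpd up to 46 uM, 24 h, 32C. Readout: ATPlite luminescence, 20 min RT. Normalization: DMSO vs tamoxifen 100 uM. AC50 by Hill equation.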
p53ts 39C kill – qHTS Screen for Compounds that Selectively Target Cancer Cells with p53 Mutations: Cytotoxicity of p53ts Cells at the Nonpermissive Temperature. hit rate 1.5% among 130,000. H1299-p53A138V viability at 39C, ATP luminescence, 24 h. Potency, µM (top dose mostly 46.1 µM), inactives show top-dose activity change, negative = cell killing, usual class: cytotoxic; further: nearly all actives have a fitted effect of over 55% in size
An asterisk follows results filed as active; u = inconclusive; x = not tested or not shown. The call rests on the fitted dose curve; in most records, active means well fitted cell-killing curve with a large enough effect; inconclusive means small, poorly fitted or top-dose-only effect; inactive means no such curve, though single readings can be large or run the other way. Unless noted, on the % scale 0 is the no-effect control and ±100 the full control effect; potency means the concentration at half of the fitted maximal effect. A portion of the library (hit frequency here may not be typical).

The opening 4 records, ahead of the listing:
1: CC(C)(C)OC(=O)N/N=C/c1cc(N=Nc2ccccc2)ccc1O
2: Cc1c(/C=N\NC(=O)C2COc3ccccc3O2)c2ccccc2n1C (configuration not stated)
3: CCc1nc(C)ccc1OC(=O)C12CC3CC(CC(C3)C1)C2
4: CCOC(=O)c1c(C)nc(SC)c(C#N)c1-c1ccccc1

assay / compound	1	2	3	4
p53ts 32C kill	x	x	x	x
p53ts 39C kill	-29%	-10%	17%	-6%

All compounds of this part, from the first entry:
1: CC(C)(C)OC(=O)N/N=C/c1cc(N=Nc2ccccc2)ccc1O
2: Cc1c(/C=N\NC(=O)C2COc3ccccc3O2)c2ccccc2n1C (configuration not stated)
3: CCc1nc(C)ccc1OC(=O)C12CC3CC(CC(C3)C1)C2
4: CCOC(=O)c1c(C)nc(SC)c(C#N)c1-c1ccccc1
5: COc1ccc(C(CC(=O)Nc2cc([N+](=O)[O-])ccc2OC)c2ccccc2)cc1 (configuration not stated)

assay / compound	1	2	3	4	5
p53ts 32C kill	x	x	x	x	x
p53ts 39C kill	-29%	-10%	17%	-6%	11%

6: O=C(Nc1ccccc1)/C(=C/c1cccc(Br)c1)NC(=O)c1ccco1
7: Cc1ccc(C(=O)Nc2ccc3c4c(cccc24)CC3)cc1[N+](=O)[O-]
8: Cc1cccc(N2C(=O)/C(=C\c3ccc(OC(F)F)cc3)c3ccccc3C2=O)c1
9: O=C(/C=C/c1ccc(Cl)cc1)N1CCN(c2ccc([N+](=O)[O-])c(N3CCOCC3)c2)CC1
10: COc1ccc(C(=O)Nc2ccc(C)cc2C(=O)c2ccccc2)c(OC)c1

assay / compound	6	7	8	9	10
p53ts 32C kill	x	x	x	x	x
p53ts 39C kill	-17%	19%	-9%	-7%	-10%

11: Cc1cccc(NC(=O)/C(=C\c2ccc([N+](=O)[O-])o2)NC(=O)c2ccc(Cl)cc2)c1
12: Cc1nc(Nc2ccc(Cl)cc2Cl)sc1C(=O)Nc1ccccc1
13: S=C(Nc1ccc(Cl)c(Cl)c1)NN1CCOCC1
14: Cc1cc(C)cc(Oc2ccc(-c3nnc(-c4ccccc4)o3)cc2[N+](=O)[O-])c1
15: CCOc1ccc(-n2c(N)c(-c3nc4ccccc4n3C)c3nc4ccccc4nc32)cc1

assay / compound	11	12	13	14	15
p53ts 32C kill	x	x	x	x	x
p53ts 39C kill	0%	-28%	-1%	-2%	4%

16: CC(C)=CC(=O)OCC(=O)Nc1cc([N+](=O)[O-])ccc1F
17: CCCn1c(SC(C(=O)Nc2cc(C)ccc2OC)c2ccccc2)nc2ccccc2c1=O (configuration not stated)
18: CCOc1cc(C(=O)Nc2ccc(C)cc2C)ccc1OCC(=O)N1CCCCC1
19: COc1ccc(N(CCCN2C(=O)c3cccc4cccc(c34)C2=O)C(=O)c2cccc(OC)c2)cc1
20: Cc1ccc(C(=O)Nc2nnc(SCC(=O)N3CCCc4ccccc43)s2)cc1

assay / compound	16	17	18	19	20
p53ts 32C kill	x	x	x	x	x
p53ts 39C kill	1%	0%	-7%	-4%	0.56µM*

21: O=C(O)c1cccc(NC(=O)c2cn(-c3ccccc3)nc2-c2cc3ccccc3o2)c1
22: Cc1ccc(C)c(NC(=O)CSc2ccc(-c3cccs3)nn2)c1
23: Cc1ccc(CCNS(=O)(=O)c2ccc3c(c2)CC(C)N3C(=O)C2CCC2)cc1 (configuration not stated)
24: CCOC(=O)Cc1ccc(NC(=O)N2CCSc3ccccc32)cc1
25: CC1CCCCN1CCCNC(=O)Cn1ncc2c([nH]c3ccccc32)c1=O (configuration not stated)

assay / compound	21	22	23	24	25
p53ts 32C kill	x	x	9%	8%	-8%
p53ts 39C kill	-3%	0%	x	x	x

26: CC(C)CCNC(=O)Cn1c(-c2cccs2)cc2cc(F)ccc21
27: COc1ccc(Br)cc1CNC(=O)CN1C(=O)c2cccnc2Oc2ccc(C)cc21
28: CCCn1c2ccccc2c2cnn(CC(=O)Nc3cccc(C(=O)OCC)c3)c(=O)c21
29: CCOc1ccccc1CNC(=O)C1=C(C)C(=O)OC12CCN(C(C)=O)CC2
30: CC(C)CC(C(=O)NCc1ccc(F)cc1)N1Cc2ccccc2C1=O (configuration not stated)

assay / compound	26	27	28	29	30
p53ts 32C kill	-5%	-2%	-5%	-2%	5%
p53ts 39C kill	x	x	x	x	x

31: COc1ccc(-c2cn3nc(N4CCCC(C(=O)NCc5ccccc5Cl)C4)sc3n2)cc1 (configuration not stated)
32: CCCS(=O)(=O)N1CC(=O)N(c2ccccc2F)C(C)(C(=O)NC2CCCCCC2)C1 (configuration not stated)
33: Cc1ccc(CNS(=O)(=O)c2ccc3c(c2)CC(C)N3C(=O)C2CCC2)cc1 (configuration not stated)
34: Cc1ccc(CNC(=O)c2ccc(CN3CC(=O)N4CCCCC4C3=O)cc2)cc1 (configuration not stated)
35: Cc1cccc(CNC(=O)C2CCN(c3nn4cc(-c5ccc(F)cc5)nc4s3)CC2)c1

assay / compound	31	32	33	34	35
p53ts 32C kill	-21%	-3%	-11%	1%	5%
p53ts 39C kill	x	x	x	x	x

36: Cc1cccc(NC(=O)N2CCC(CN3CCCCCC3)CC2)c1C
37: CCOc1ccc(CNC(=O)c2cnc(SC)nc2C)cc1
38: Cc1ccc(C)c(NC(=O)Cn2ncc3c([nH]c4ccccc43)c2=O)c1
39: CCc1ccc(S(=O)(=O)c2cn(C)c3cc(N4CCCC4)c(F)cc3c2=O)cc1
40: Clc1cccc(Nc2ncnc3c2nc2n3CCCCC2)c1

assay / compound	36	37	38	39	40
p53ts 32C kill	-4%	-3%	-4%	7%	u
p53ts 39C kill	x	x	x	x	x

41: CC1Cc2cc(S(=O)(=O)NCCc3ccccc3)ccc2N1C(=O)C1CCC1 (configuration not stated)
42: O=C(Cn1c(-c2cccs2)cc2cc(Cl)ccc21)N1CCCCC1
43: Cc1ccc(CNC(=O)Cn2c(-c3cccs3)cc3cc(Cl)ccc32)cc1
44: Cc1ccc(NS(=O)(=O)c2cc3[nH]c(=O)c(=O)[nH]c3cc2C)cc1N(C)C
45: COc1ccc(Cl)cc1NC(=O)CN1Cc2ccccc2C1=O

assay / compound	41	42	43	44	45
p53ts 32C kill	-9%	-8%	-10%	14%	-7%
p53ts 39C kill	x	x	x	x	x

An excerpt of these results, field by field:
#43 Cc1ccc(CNC(=O)Cn2c(-c3cccs3)cc3cc(Cl)ccc32)cc1
  p53ts 32C kill: -10%; p53ts 39C kill: x

#44 Cc1ccc(NS(=O)(=O)c2cc3[nH]c(=O)c(=O)[nH]c3cc2C)cc1N(C)C
  p53ts 32C kill: 14%; p53ts 39C kill: x

#45 COc1ccc(Cl)cc1NC(=O)CN1Cc2ccccc2C1=O
  p53ts 32C kill: -7%; p53ts 39C kill: x

New compounds follow.
46: Cc1ccc(S(=O)(=O)c2cn(Cc3cccc(F)c3)c3cc(N4CCCC4)c(F)cc3c2=O)cc1
47: CC(=O)N1CCC(N(Cc2ccc(C)o2)C(=O)Nc2ccc(C)cc2)CC1
48: CC1Cc2cc(S(=O)(=O)NCc3ccccc3)ccc2N1C(=O)C1CCC1 (configuration not stated)
49: Cn1cc(S(=O)(=O)c2cccc(Cl)c2)c(=O)c2cc(F)c(N3CCCCC3)cc21
50: CC(C)c1ccc(S(=O)(=O)c2cnc(SCC(=O)Nc3cccc(C(F)(F)F)c3)nc2N)cc1

assay / compound	46	47	48	49	50
p53ts 32C kill	-15%	5%	-10%	7%	23%
p53ts 39C kill	x	x	x	x	x

51: Cc1cc(C)cc(S(=O)(=O)c2cn(C)c3cc(N4CCCC4)c(F)cc3c2=O)c1
52: O=C(NC1CCCC1)c1ccc(CSc2nc3cccnc3n2Cc2ccc(F)cc2)cc1
53: Cc1ccc(NC(=O)CN2C(=O)COc3ccc(S(=O)(=O)NC4CCCC4)cc32)c(Cl)c1
54: COc1cc(Cl)c(NS(=O)(=O)c2cc3[nH]c(=O)c(=O)[nH]c3cc2C)c(OC)c1
55: O=C(Cn1cc(S(=O)(=O)Cc2ccccc2Cl)c2ccccc21)NCCc1ccccc1

assay / compound	51	52	53	54	55
p53ts 32C kill	-14%	4%	-1%	-13%	2%
p53ts 39C kill	x	x	x	x	x

56: CCCN(CCC)C(=O)Cn1c(SCc2cccc(F)c2)nc2cccnc21
57: CC(=O)N1CCC2(CC1)OC(=O)C(C)=C2C(=O)Nc1ccccc1C(F)(F)F
58: CCC1CCCCN1CCCNC(=O)CN1C(=O)c2cccnc2Oc2ccc(Cl)cc21 (configuration not stated)
59: CCCN1CCN(c2cc3c(cc2F)c(=O)c(S(=O)(=O)c2ccc(CC)cc2)cn3CC)CC1
60: CC1CCCN(C(=O)Cn2ncc3c([nH]c4ccccc43)c2=O)C1 (configuration not stated)

assay / compound	56	57	58	59	60
p53ts 32C kill	0%	-9%	1%	-8%	-4%
p53ts 39C kill	x	x	x	x	x

2 consecutive entries from above:
59: CCCN1CCN(c2cc3c(cc2F)c(=O)c(S(=O)(=O)c2ccc(CC)cc2)cn3CC)CC1
60: CC1CCCN(C(=O)Cn2ncc3c([nH]c4ccccc43)c2=O)C1 (configuration not stated)

assay / compound	59	60
p53ts 32C kill	-8%	-4%
p53ts 39C kill	x	x

(more compounds)
61: Cc1ccc(CCNC(=O)Cn2ncc3c([nH]c4ccccc43)c2=O)cc1
62: CCS(=O)(=O)N1CC(=O)N(c2ccc(Cl)cc2C)C(C)(C(=O)NC2CCCCCC2)C1 (configuration not stated)
63: CCCCn1cc(S(=O)(=O)c2ccc(OC)cc2)c(=O)c2cc(F)c(N3CCOCC3)cc21
64: CCc1ccccc1NC(=O)C1=C(C)C(=O)OC12CCCCCC2
65: O=C(Nc1ccc(F)c(Cl)c1)N1CCC(CN2CCOCC2)CC1

assay / compound	61	62	63	64	65
p53ts 32C kill	-5%	6%	-4%	-3%	-28%
p53ts 39C kill	x	x	x	x	x

66: COc1ccc(N2CCN(CCCNC(=O)Cn3c(-c4cccs4)cc4ccccc43)CC2)cc1
67: Cc1ccc(NC(=O)N2CCC(CN3CCC(C)CC3)CC2)cc1F
68: Cc1ccc(C)c(N2CCN(CCCNC(=O)Cn3c(-c4cccs4)cc4ccccc43)CC2)c1
69: Cc1cc2c(n1-c1ccc(C(=O)NCCc3ccc(Cl)cc3)cc1)CCC(C)C2 (configuration not stated)
70: Cc1ccc(NC(=O)Nc2cn(C)c(=O)c3ccccc23)c(Cl)c1

assay / compound	66	67	68	69	70
p53ts 32C kill	-2%	7%	-14%	-2%	-3%
p53ts 39C kill	x	x	x	x	x

71: CCOc1ccc(CCNC(=O)c2nc(-c3cccc(F)c3)n3c2CCCCC3)cc1OCC
72: O=C(Cn1cc(S(=O)(=O)Cc2ccccc2Cl)c2ccccc21)NCc1ccccc1Cl
73: O=C(NC1CCCCC1)c1ccc(CSc2nc3cccnc3n2Cc2ccccc2)cc1
74: Cc1ccc(S(=O)(=O)c2cn(Cc3ccccc3)c3cc(N4CCOCC4)c(F)cc3c2=O)cc1
75: CCOc1ccc(CCNC(=O)C(CC(C)C)N2Cc3ccccc3C2=O)cc1OCC (configuration not stated)

assay / compound	71	72	73	74	75
p53ts 32C kill	-7%	-2%	0%	-13%	-9%
p53ts 39C kill	x	x	x	x	x

76: Cc1cccc(NC(=O)Cn2cc(S(=O)(=O)Cc3ccccc3Cl)c3ccccc32)c1
77: CCN1CCC(N(Cc2ccc3c(c2)OCO3)C(=O)Nc2cc(Cl)ccc2C(=O)OC)CC1
78: CC(=O)N1CCC(N(Cc2ccco2)C(=O)Nc2ccc(C)c(Cl)c2)CC1
79: COc1cc(Cl)c(NC(=O)c2cc(S(=O)(=O)N3CCCCC3)c[nH]2)c(OC)c1
80: Cc1ccc(CNC(=O)c2ccc(-n3c(C)cc4c3CCCC4)cc2)cc1

assay / compound	76	77	78	79	80
p53ts 32C kill	-9%	-29%	1%	3%	-7%
p53ts 39C kill	x	x	x	x	x

Look-ups from the results shown.
For p53ts 32C kill, no. 78 reads 1%
For p53ts 32C kill, no. 76 reads -9%
For p53ts 32C kill, no. 77 reads -29%
For p53ts 32C kill, no. 79 reads 3%

(listing goes on)
81: CCN(CC)CCCNC(=O)Cn1c(-c2cccs2)cc2cc(Cl)ccc21
82: CCc1ccc(CNC(=O)CN2C(=O)c3cccnc3Oc3ccc(Cl)cc32)cc1
83: O=C(NC1CCCC1)c1ccc(CSc2nc3cccnc3n2Cc2ccccc2)cc1
84: O=C(NCc1ccc(Cl)cc1)C1CCN(c2nn3cc(-c4ccc(F)cc4)nc3s2)CC1
85: O=C(COCc1cc(-c2cccs2)on1)Nc1cccc(Cl)c1Cl
86: CCn1cc(S(=O)(=O)c2cccc(Cl)c2)c(=O)c2cc(F)c(N3CCN(C)CC3)cc21
87: COc1ccc(OC)c(NC(=O)COCc2cc(-c3ccco3)on2)c1
88: COc1ccc(CCNC(=O)c2ccc(-n3c(C)cc4c3CCCC4)cc2)cc1OC

assay / compound	81	82	83	84	85	86	87	88
p53ts 32C kill	-5%	-9%	7%	-9%	-4%	-3%	-6%	4%
p53ts 39C kill	x	x	x	x	x	x	x	x

Screening data deposited in PubChem by National Center for Advancing Translational Sciences (NCATS).
